# KDM4E inh: JMJD2E (human) inhibition; 230,000 tested, 1.6% active; JMJD2E catalytic domain, FDH-coupled NADH fluorescence (FDH is formaldehyde dehydrogenase); Potency, µM (highest dose often 57.1 µM), for inactives: at the highest dose activity change, negative = inhibition, most hits filed as inhibitors; B2RXH2; active = well fitted inhibition curve with a large enough effect, not every such curve was filed as active; inconclusive = small, poorly fitted or top-dose-only effect, or another doubt; inactive = no such curve, though single readings can be large or run the other way;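 also: 0% = wells with enzyme and -100% = buffer wells without enzyme; nearly all actives have a fitted effect of over 50% in size; many of its hits are not listed in these tables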
# RECQ1 inh: RECQ1 (human) helicase inhibition. Potency, µM (titrated, usually from 57.3 µM), for the others: at the top dose activity, negative = inhibition, most hits filed as inhibitors. RECQ1 DNA unwinding, red fluorescence kinetic read. 240,000 tested, 0.54% active. P46063;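 also: plate controls were vehicle for no effect and no enzyme for full effect; nearly all actives have a fitted effect of over 30% in size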
#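 50 nM RECQ1T1 preincubated 15 min with compound in Tris pH 8.0 buffer with MgCl2, DTT, Tween-20 and 2.5 ug/ml poly(dI-dC); started with 200 nM TAMRA/BHQ-2 forked duplex and 2 mM ATP. Unwinding read as fluorescence (525/598 nm), two reads 2 h apart.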
# LMNA splice mod: changes lamin A minigene splicing in HeLa cells. 200,000 tested, 0.01% active. Potency, µM (top dose mostly 46.1 µM), for inactives: top-dose ratio change, negative = inhibition, usual class: inhibitors. HeLa LMNA splicing GFP/RFP minigene ratio, 48 h; active = well fitted inhibition curve with a large enough effect in the signal ratio, with a control signal flat, not every such curve was filed as active; inconclusive = small, poorly fitted or top-dose-only effect, or effect the other way, or a change in a side signal; the % refers to the signal ratio; also: % is scaled to controls: 0 for no effect and ±100 for the full control effect
#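 S3 HeLa cells stably expressing lamin A-EGFP splicing minigene plus DsRed2, 600 cells/well, 48 h compound exposure at 37C. Laser-scanning cytometry; analysed as GFP (500-530 nm)/RFP (575-640 nm) total intensity ratio; 0.5% DMSO vehicle.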
# Tau fibril ThT: inhibitors of human tau fibril formation, thioflavin T binding | P10636 | recombinant tau K18 P301L (four-repeat tau fragment), heparin-induced fibrillization, ThT fluorescence | Potency, µM (series often up to 57.4 µM), for inactives: at the highest dose activity, negative = inhibition, hits mostly inhibitors | 270,000 tested, 2.1% active | AID 1460; also: % is scaled to controls: 0 for no effect and ±100 for the full control effect; nearly all actives have a fitted effect of over 55% in size
# Target sequence (P10636 561-689 P618L limits assumed): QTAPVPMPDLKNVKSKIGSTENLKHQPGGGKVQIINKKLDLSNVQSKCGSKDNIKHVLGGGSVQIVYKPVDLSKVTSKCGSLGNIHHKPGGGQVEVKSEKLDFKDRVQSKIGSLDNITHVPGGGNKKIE
#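 Tau K18 P301L fragment (15 uM unlabeled plus 0.24 uM Alexa 594-labeled) in 100 mM sodium acetate pH 7 with compound, fibrillization induced by 20 uM heparin for 6 hr at 37 C. Thioflavin T (30 uM) added, fluorescence read after 1 hr (ex 450, em 510 nm).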
# ALDH1A1 inh: blocks purified human ALDH1A1 activity; P00352; Purified ALDH1A1, NADH fluorescence, propionaldehyde substrate; Potency, µM (top dose mostly 75.3 µM), for the others: at the top dose activity, negative = inhibition, most hits filed as inhibitors; 220,000 tested, 7.3% active; active = well fitted inhibition curve with a large enough effect, not every such curve was filed as active; inconclusive = small, poorly fitted or top-dose-only effect, or another doubt; inactive = no such curve, though single readings can be large or run the other way;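 also: plate controls were no enzyme wells and a reference inhibitor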
# SMN2 splice up: increases expression of the SMN2 splice variant; Potency, µM (series often up to 46.1 µM), without a hit: at the highest dose activity change, positive = activation, most hits filed as activators; 210,000 tested, 2.8% active; HEK293 SMN2-luciferase splicing reporter, luminescence, 30-36 h; also: % of control where 0% means no effect; nearly all actives have a fitted effect of over 55% in size
#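 qHTS luciferase splicing reporter: luminescence rises when SMN2 exon 7 is included in transfected HEK293 cells. Compound exposure lasted 30-36 h at 37C, with 4.5 mM final sodium butyrate as control, followed by a ONE-Glo read.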
# L3MBTL1 inh: L3MBTL1 (human) inhibition; AlphaScreen L3MBTL1–H3K9me1 peptide binding; Potency, µM (top dose mostly 57.1 µM), for inactives: at the top dose activity, negative = inhibition, most hits filed as inhibitors; 230,000 tested, 0.66% active; AID 485360; also: % is scaled to controls: 0 for no effect and ±100 for the full control effect; nearly all actives have a fitted effect of over 60% in size
# Target sequence (Q9Y468 whole entry, looked up): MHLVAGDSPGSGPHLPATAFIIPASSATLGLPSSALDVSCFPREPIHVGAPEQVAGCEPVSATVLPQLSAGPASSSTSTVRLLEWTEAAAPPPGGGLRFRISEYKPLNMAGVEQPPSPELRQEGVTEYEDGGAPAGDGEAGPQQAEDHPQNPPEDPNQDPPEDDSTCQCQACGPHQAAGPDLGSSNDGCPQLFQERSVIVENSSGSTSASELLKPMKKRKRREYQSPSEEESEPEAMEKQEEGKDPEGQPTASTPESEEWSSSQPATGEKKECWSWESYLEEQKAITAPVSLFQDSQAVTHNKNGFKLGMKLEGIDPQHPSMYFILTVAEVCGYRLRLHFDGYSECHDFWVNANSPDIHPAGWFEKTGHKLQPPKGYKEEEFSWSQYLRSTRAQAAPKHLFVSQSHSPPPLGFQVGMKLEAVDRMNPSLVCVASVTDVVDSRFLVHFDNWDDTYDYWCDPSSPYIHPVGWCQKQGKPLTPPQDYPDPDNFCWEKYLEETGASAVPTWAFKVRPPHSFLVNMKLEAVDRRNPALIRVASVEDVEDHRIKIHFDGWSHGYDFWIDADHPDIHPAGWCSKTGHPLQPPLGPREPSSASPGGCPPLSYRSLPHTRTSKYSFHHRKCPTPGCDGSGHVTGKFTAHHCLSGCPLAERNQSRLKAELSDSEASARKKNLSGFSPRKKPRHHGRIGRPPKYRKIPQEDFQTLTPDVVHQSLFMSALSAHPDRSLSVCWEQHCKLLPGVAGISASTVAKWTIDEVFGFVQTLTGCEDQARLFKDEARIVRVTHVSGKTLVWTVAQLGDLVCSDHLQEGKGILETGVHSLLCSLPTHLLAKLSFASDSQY
#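 First, the protein-peptide complex forms for 30 min at room temperature (L3MBTL1 50 nM, biotinylated H3K9me1 peptide 75 nM). Next, compounds are pin-transferred and incubated 30 min. Finally, AlphaScreen beads are added and read after 30 min.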
# Luc counter: blocks Kinase-Glo luciferase, a counter-screen artifact | 200,000 tested, 0.28% active | Potency, µM (top dose mostly 38.3 µM), for the others: top-dose activity change, negative = inhibition, most hits filed as inhibitors | AID 1379 | Kinase-Glo luciferase, ATP luminescence, 8 min; also: % is scaled to controls: 0 for no effect and ±100 for the full control effect; nearly all actives have a fitted effect of over 60% in size
#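 Light output from Kinase-Glo luciferase with luciferin and 10 uM ATP in 50 mM imidazole pH 7.2, KCl, MgCl2, Tween 20, BSA; compound pin-delivered, 8-min ambient incubation, then luminescence read.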
# Active calls of the source: *; i = inactive; ? = inconclusive; . = not tested or not shown; & = joins results of further samples; [ ] = another dose, or the depositor's remark. Unless noted, calls follow the shape of the dose curve; as a rule, active = well fitted curve in the direction sought with a large enough effect; inconclusive = small, poorly fitted or top-dose-only effect, or another doubt; inactive = no such curve, though single readings can be large; an effect the other way counts as inactive or inconclusive. Potency is read from the fitted curve at half-maximal effect. This is a subset; the hit share may differ from the screen's.
cpd	molecule	KDM4E inh	RECQ1 inh	LMNA splice mod	Tau fibril ThT
1	COc1cccc(/C=N/n2c(=O)[nH]c3ccccc32)c1OC	6%	-3%	?	-6%
2	O=C(NC(=S)Nc1ccc(O)cc1)c1ccccc1Cl	4%	19%	.	-15%
3	Cc1cc(C)nc(SCC(=O)NNC(=O)c2ccccc2C)n1	10%	-1%	-16%[46 µM]	2%
4	COc1ccc(C(C(=O)NC2CCCC2)N(CC2CCCO2)C(=O)Cn2nnc(-c3ccc(C)o3)n2)cc1 (stereo not given)	-1%	-1%	-3%[46 µM]	-3%
5	O=C1CN(C(=O)COC(=O)/C=C/c2ccco2)c2ccccc2N1	1%	-14%	-2%[46 µM]	-7%
6	OC(COc1ccc2ccccc2c1)CN1CCN(c2ccc(F)cc2)CC1 (stereo not given)	-13%	i	-9%	?
7	CCSc1nnc(NC(=O)CSc2nc3c(c(=O)n2-c2ccccc2OC)SCC3)s1	?	-1%	-8%	-13%
8	Cc1cc(/C=C(\C#N)C(=O)O)c(C)n1C1CC1	-20%	-2%	-3%	6%
9	O=C(O)CSCC(=O)c1ccccc1	-2%	0%	6%	5%
10	COc1cc([N+](=O)[O-])cc(/C=N/NC(=O)CC#N)c1O	?	?	3%[46 µM]	?
11	COc1cc(C2NCCc3c2[nH]c2ccccc32)ccc1OC(C)C (stereo not given)	4%	4%	-2%[46 µM]	10%
12	Cc1ccccc1C(=O)NNC(=O)CSc1nc(-c2ccccc2)cc(=O)[nH]1	3%	i	2%[46 µM]	-3%

cpd	ALDH1A1 inh	SMN2 splice up	L3MBTL1 inh	Luc counter
1	-9%	?	13%	0%
2	18µM*	?	-15%	-2%
3	2%	14%	1%[11.4 µM]	1%
4	10%	5%	1%	3%
5	10%	22%	-5%	1%
6	0%	-29%	-15%	7%
7	?	-27%	4%	3%
8	-3%	-12%	-7%	-1%
9	14µM*	-2%	-1%	4%
10	14µM*	-10%	.	1%
11	2%	-17%	-19%	0%
12	-4%	5%	?	-2%

# More records:
cpd	molecule	KDM4E inh	RECQ1 inh	LMNA splice mod	Tau fibril ThT
13	COC(=O)C1CCN(C(=O)c2c(-c3ccccc3Cl)noc2C)CC1	8%	3%	4%	7%
14	COC(=O)c1ccccc1NC(=O)CN1CCOCC1	-3%	-7%	16%	-6%
15	C[C@H](NC(=O)N1CCc2nc(-c3ccccc3)c3c(c2C1)CO[C@@H](C)C3)c1ccccc1	18%[11.4 µM]	-17%[11.5 µM]	?	-4%[11.5 µM]
16	COc1cc(/C=N/N=C2/NC(=O)C(CC(=O)O)S2)ccc1OCc1ccc(Cl)cc1 (stereo not given)	-14%	-5%	-12%	-8%
17	COc1ccc(OC)c(-c2c3cc(O)c(=O)cc-3oc3cc(O)c(O)cc23)c1	11µM*	35µM*	?	3.2µM*
18	Cc1ccccc1N1C(=O)CC(Sc2nnc(-c3ccccc3)o2)C1=O (stereo not given)	-3%	i	14%	?
19	NS(=O)(=O)c1cc2c(cc1Cl)NC=NS2(=O)=O	-2%	-12%	?	1%&1%&-3%
20	O=C(Nc1ccc([N+](=O)[O-])cc1)Nc1ccc2c(c1)OCCO2	-2%	-15%	?	?
21	CCN(c1cccc(C)c1)S(=O)(=O)c1ccc2c3c(cccc13)C(=O)N2	?	-15%	?	-10%
22	O=C(Nc1ccc2c(c1)OCO2)c1c(F)c(F)c(F)c(F)c1F	2%	0%	0%	-5%
23	O=C(CN(c1ccc2c(c1)OCCO2)S(=O)(=O)c1ccccc1)N1CCN(Cc2ccccc2)CC1	1%	i	.	-7%
24	COc1cc(Cl)c(S(=O)(=O)N2CCCC2)cc1Cl	0%	8%	.	5%

cpd	ALDH1A1 inh	SMN2 splice up	L3MBTL1 inh	Luc counter
13	-2%	4%	-4%	-1%
14	0%	5%	4%	0%
15	1%[13.5 µM]	1%[9.22 µM]	.	-3%[7.66 µM]
16	-6%	11µM*	0%	1%
17	?	-39%[inhibitor]	0.79µM*	-15%
18	7.9µM*	-11%	2%	8%
19	11%	-8%	6%	0%
20	6%	6.3µM*	.	3%
21	-10%	-10%	3%	0%
22	9%	31%	.	2%
23	-10%	.	-12%	3%
24	-2%	.	-17%	0%

# Following part
cpd	molecule	KDM4E inh	RECQ1 inh	LMNA splice mod	Tau fibril ThT
25	CCOC(=O)c1ccoc1CSCc1ccc(C(=O)OC)o1	-13%	-3%	-3%	25µM*
26	CCc1cccc(NC(=S)Nc2ccc(CN3CCOCC3)cc2)c1	0%	i	12%[46 µM]	-7%
27	O=c1[nH]c(NCc2ccccc2)nc2c1CCCC2	7%	-1%	-15%	-4%
28	CS(=O)(=O)N1CCN(c2ccc(NC(=S)NC(=O)c3cccs3)cc2)CC1	2%	i	?	?
29	Cc1ccc2[nH]c3c(c2c1)CN(C(=O)CN1c2ccc(F)cc2CCC1C)CC3 (stereo not given)	-22%	-8%	-5%	?
30	Cc1cc(C)n2nc(/C(C#N)=C/c3ccccn3)c(C#N)c2n1	?	i	?	22µM*
31	CCCCSCCCNC(=O)Nc1ccc(CC)cc1	-3%	-19%	?	-8%
32	O=C(CSc1ccccn1)N/N=C/c1cccc([N+](=O)[O-])c1	-5%	-1%	-4%	-9%
33	COc1ccccc1OC(C)C(=O)NNC(=S)NC1CCCC1 (stereo not given)	-15%	-3%	.	2%
34	COc1ccc(NC(=O)COC(=O)c2cc(SC)ccc2Cl)c(OC)c1	?	?	-15%	-12%
35	CCCS(=O)(=O)c1nc(S(=O)(=O)c2ccc(C)cc2)c(NCCCN(C)C)s1	-14%	-4%	.	2%
36	Cc1ccc(NC(=O)C2CC(=O)n3ncnc3N2)cc1 (stereo not given)	12%	-4%	1%	-4%

cpd	ALDH1A1 inh	SMN2 splice up	L3MBTL1 inh	Luc counter
25	25µM*	13%	.	-1%
26	?	-33%[inhibitor]	.	0%
27	-4%	8%	1%	-4%
28	?	.	12%	0%
29	?	-42%[inhibitor]	-15%	-4%
30	14µM*	-1%	10%	-2%
31	-5%	-25%	.	4%
32	-8%	-11%	2%	2%
33	-18%	.	.	.
34	7%	-11%	5%	0%
35	?	.	.	.
36	-5%	-7%	.	-4%

# Next section
cpd	molecule	KDM4E inh	RECQ1 inh	LMNA splice mod	Tau fibril ThT
37	Cc1nn(-c2ccccc2)c(Cl)c1/C=C1\SC(=S)N(CCCCCC(=O)O)C1=O	1%	2%	.	?
38	O=C(COC(=O)c1ccccn1)Nc1cccc(Cl)c1	0%	-1%	-4%	-4%
39	Cc1cc(-n2c(C)cc(C(=O)CSc3nnnn3-c3ccc(Cl)cc3)c2C)no1	3%	-3%	-12%	3%
40	Cc1noc(C)c1COC(=O)C1CCN(C(=O)c2ccc(Cl)cc2)CC1	-4%	-2%	.	1%
41	COCCNC(=O)C(c1ccco1)N(C(=O)Cn1nnc2ccccc21)c1cccc(C)c1C (stereo not given)	4%	-10%	-3%	-12%
42	COc1ccc2c(Cl)c(C(N)=O)sc2c1	-7%	0%	7%	-11%
43	COc1ccc(C2NCCc3sccc32)cc1 (stereo not given)	-7%	21%	-14%[9.22 µM]	7%
44	O=C(COc1ccccc1)NCCSc1ccccc1	3%	0%	-5%	-12%
45	CCOC(=O)c1cccc(NC(=O)c2cnccn2)c1	6%	-4%	1%	-13%
46	Cc1noc(C)c1COC(=O)c1cccnc1Cl	0%	-4%	-6%[9.22 µM]	3%
47	Fc1ccc(Nc2c(-c3ccco3)nc3ccccn23)cc1	-4%	-13%	-18%	?
48	CCCCOC(=O)c1ccc(NC(=O)CSC2=Nc3ccccc3C3CC=NN23)cc1 (stereo not given)	-7%	-2%	3%	-12%

cpd	ALDH1A1 inh	SMN2 splice up	L3MBTL1 inh	Luc counter
37	.	.	-26%	.
38	7%	-10%	-4%	0%
39	8%	-29%	-8%	1%
40	-9%	.	.	.
41	5%	-9%	3%[11.4 µM]	0%
42	-1%	16%	-13%[11.4 µM]	-1%
43	6%	-7%	1%	-1%
44	-4%	21%	3%	-2%
45	14%	?	.	-2%
46	4%	5%	18%	-1%
47	?	3%&-9%	-9%	-2%
48	?	-5%	.	-2%

# More entries:
cpd	molecule	KDM4E inh	RECQ1 inh	LMNA splice mod	Tau fibril ThT
49	Cc1oc(C(=O)O)cc1COc1ccc2c3c(c(=O)oc2c1)CCC3	?	i	2%	?
50	CCOc1ccc(Br)cc1S(=O)(=O)Nc1nc(CN2CCOCC2)nc2sc(C)c(C)c12	2%	-2%	2%	-8%
51	O=S(=O)(Nc1ccc2c(c1)OCCO2)c1ccc(F)cc1	8%	-9%	-9%	-8%
52	Cc1onc(-c2ccccc2)c1C(=O)Nc1ccccc1N1CCOCC1	-1%	-3%	-1%	-2%
53	O=C(COc1ccccc1-c1ccccc1)NCc1cccc(Cl)c1	-1%	-12%	1%	-15%
54	CCO[C@@H]1OC(C(=O)N2CCN(Cc3ccc4c(c3)OCO4)CC2)=C[C@H](C)[C@H]1CCCO	-2%	-43%	.	-11%

cpd	ALDH1A1 inh	SMN2 splice up	L3MBTL1 inh	Luc counter
49	?	-1%	.	0%
50	13µM*	1%	-13%	-4%
51	-8%	11%	.	-1%
52	?	-38%[inhibitor]	-6%	9%
53	4%	.	38%[activator]	.
54	-8%	.	0%	.

# Two compounds drawn at random from those above:
cpd	molecule	KDM4E inh	RECQ1 inh	LMNA splice mod	Tau fibril ThT
51	O=S(=O)(Nc1ccc2c(c1)OCCO2)c1ccc(F)cc1	8%	-9%	-9%	-8%
49	Cc1oc(C(=O)O)cc1COc1ccc2c3c(c(=O)oc2c1)CCC3	?	i	2%	?

cpd	ALDH1A1 inh	SMN2 splice up	L3MBTL1 inh	Luc counter
51	-8%	11%	.	-1%
49	?	-1%	.	0%

# Bioassay records: PubChem, National Center for Advancing Translational Sciences (NCATS)
